Assay outcomes (PubChem)
Pf apPOL block: Pf-apPOL inhibitors, biochemical, fluorescence; Plasmodium falciparum apicoplast DNA polymerase (apPOL); Recombinant Pf-apPOL, molecular beacon fluorescence, 1.5 h; inhibition, % at 10 µM; 210,000 tested, 0.25% active; AID 1794808, 2022
mHTT CaM bind: mutant huntingtin-calmodulin interaction inhibitors – biochemical, AlphaScreen, primary screen; P42858; AlphaScreen His-mHTT/GST-CaM binding, luminescence; inhibition, % at 15 µM; 190,000 tested, 3.6% active; AID 1671202, 2021;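 further: 0% = both proteins with DMSO and 100% = one protein alone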
Target sequence (P42858 whole entry, looked up, stated change not applied): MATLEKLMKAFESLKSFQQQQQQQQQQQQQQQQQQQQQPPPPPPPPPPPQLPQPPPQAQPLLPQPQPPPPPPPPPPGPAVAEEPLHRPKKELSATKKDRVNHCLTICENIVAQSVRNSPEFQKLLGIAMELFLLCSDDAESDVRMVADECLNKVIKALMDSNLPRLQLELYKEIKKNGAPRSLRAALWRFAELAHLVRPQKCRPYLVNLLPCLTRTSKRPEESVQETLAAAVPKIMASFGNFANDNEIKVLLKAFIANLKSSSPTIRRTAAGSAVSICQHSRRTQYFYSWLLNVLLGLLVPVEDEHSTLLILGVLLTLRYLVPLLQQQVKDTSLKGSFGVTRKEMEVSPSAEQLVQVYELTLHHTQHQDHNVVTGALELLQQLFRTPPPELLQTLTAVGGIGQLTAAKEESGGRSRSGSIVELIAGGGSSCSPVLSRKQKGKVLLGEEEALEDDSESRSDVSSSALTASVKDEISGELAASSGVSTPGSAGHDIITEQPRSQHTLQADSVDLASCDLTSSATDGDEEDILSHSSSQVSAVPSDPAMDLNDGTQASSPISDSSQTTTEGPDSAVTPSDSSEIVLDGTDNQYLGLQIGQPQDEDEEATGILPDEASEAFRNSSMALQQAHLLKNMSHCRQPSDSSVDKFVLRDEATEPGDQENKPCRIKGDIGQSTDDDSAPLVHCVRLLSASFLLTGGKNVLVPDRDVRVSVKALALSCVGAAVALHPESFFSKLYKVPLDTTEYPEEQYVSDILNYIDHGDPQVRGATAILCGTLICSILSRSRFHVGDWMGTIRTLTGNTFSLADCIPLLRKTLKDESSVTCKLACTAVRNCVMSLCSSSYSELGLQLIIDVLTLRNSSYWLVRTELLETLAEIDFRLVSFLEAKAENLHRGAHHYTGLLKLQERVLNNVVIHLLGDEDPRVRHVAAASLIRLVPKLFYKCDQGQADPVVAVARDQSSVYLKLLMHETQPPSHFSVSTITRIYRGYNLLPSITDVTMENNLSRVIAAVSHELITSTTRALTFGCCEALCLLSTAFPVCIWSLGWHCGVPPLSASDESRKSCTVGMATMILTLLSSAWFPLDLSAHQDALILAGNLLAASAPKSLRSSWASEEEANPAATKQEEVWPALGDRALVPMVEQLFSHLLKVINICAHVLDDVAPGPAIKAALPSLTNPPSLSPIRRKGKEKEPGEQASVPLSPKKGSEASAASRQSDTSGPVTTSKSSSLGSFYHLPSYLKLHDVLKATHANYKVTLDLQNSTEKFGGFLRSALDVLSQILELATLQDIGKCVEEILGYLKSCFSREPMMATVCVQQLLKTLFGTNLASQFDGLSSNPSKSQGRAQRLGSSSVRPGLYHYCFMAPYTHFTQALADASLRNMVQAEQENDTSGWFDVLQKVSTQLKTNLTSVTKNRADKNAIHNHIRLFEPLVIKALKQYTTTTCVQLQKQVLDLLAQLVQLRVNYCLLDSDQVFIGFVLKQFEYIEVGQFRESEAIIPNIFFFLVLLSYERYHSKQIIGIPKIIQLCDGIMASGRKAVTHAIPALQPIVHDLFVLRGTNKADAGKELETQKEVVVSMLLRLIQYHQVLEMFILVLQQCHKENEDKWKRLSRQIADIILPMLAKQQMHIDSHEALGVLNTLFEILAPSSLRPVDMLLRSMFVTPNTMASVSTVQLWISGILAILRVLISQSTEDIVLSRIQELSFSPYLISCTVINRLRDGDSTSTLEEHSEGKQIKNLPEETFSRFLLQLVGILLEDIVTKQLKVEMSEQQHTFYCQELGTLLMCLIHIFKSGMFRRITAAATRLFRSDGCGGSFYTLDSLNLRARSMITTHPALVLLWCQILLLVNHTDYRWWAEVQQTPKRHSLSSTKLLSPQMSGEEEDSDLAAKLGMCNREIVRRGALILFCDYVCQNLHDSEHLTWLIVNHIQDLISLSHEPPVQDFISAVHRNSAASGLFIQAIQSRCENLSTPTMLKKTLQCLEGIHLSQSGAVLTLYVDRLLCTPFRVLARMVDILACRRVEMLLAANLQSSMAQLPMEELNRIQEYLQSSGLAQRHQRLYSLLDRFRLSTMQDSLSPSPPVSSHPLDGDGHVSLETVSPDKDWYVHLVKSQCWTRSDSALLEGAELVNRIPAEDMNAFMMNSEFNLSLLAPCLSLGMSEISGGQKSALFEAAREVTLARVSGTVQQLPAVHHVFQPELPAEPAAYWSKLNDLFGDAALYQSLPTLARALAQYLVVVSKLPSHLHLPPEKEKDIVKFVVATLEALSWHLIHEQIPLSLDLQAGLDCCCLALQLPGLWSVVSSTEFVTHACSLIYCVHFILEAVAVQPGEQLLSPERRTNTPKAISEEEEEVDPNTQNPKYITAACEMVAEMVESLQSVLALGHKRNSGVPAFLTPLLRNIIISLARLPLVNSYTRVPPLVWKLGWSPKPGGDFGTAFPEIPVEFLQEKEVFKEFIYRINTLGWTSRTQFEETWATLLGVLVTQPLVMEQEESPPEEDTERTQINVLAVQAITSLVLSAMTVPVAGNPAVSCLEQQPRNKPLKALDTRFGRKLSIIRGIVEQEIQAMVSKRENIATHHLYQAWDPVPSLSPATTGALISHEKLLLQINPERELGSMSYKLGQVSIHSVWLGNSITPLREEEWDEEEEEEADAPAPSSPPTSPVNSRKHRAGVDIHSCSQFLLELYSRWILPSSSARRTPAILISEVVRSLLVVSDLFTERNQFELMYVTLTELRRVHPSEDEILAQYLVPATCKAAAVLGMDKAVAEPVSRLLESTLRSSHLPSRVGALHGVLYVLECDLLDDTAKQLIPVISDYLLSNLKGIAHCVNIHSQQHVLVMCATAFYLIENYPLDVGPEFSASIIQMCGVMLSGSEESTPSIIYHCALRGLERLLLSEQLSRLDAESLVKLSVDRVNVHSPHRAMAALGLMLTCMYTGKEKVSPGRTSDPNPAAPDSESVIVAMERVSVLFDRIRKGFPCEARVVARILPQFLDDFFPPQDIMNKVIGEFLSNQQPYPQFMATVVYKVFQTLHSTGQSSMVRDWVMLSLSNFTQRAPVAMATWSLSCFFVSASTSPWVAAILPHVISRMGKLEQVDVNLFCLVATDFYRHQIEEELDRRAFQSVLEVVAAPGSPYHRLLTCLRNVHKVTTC
* marks the source's active call; other numbers are inactive results; i = inactive; / = no result given; & = joins results of further samples. No stated cut-off is given here; in the data, active means inhibition above about 50%; inactive means the rest.

structure | Pf apPOL block | mHTT CaM bind
Cc1cc(C)n(CC(O)COc2ccc(OCC(O)Cn3nc(C)cc3C)cc2)n1 (configuration not stated) | 4.1 | 2.1
CC1CC(C)CN(S(=O)(=O)c2ccc(F)c(C(=O)Nc3ccc(F)c(F)c3)c2)C1 (configuration not stated) | 1.1 | 0.0
CCc1ccc(NC(=O)c2ccc(-c3cncnc3)nc2)cc1 | -4.3 | 0.4
O=C(NCc1cccc(Cl)c1)c1nnn2c1COC(c1ccc(Cl)cc1)C2 (configuration not stated) | -6.3 | 5.3
CC1=C(C(=O)Nc2ccccc2F)C(c2ccccn2)C2=C(CC(c3ccccc3)CC2=O)N1 (configuration not stated) | -2.6 | -9.0
CC(=Nc1ccc(Cl)cc1)c1ccsc1 | -3.8 | /
CCN(CC)S(=O)(=O)N1CCCC(C(=O)NC2CCC(C)CC2)C1 (configuration not stated) | -10.1 | -8.0
CCOC(=O)CNC(=O)NC1CCN(c2nc3ccccc3n(C)c2=O)CC1 | -1.8 | 1.2
CCSc1nnc(-c2nn(C)c3c2CN(C(=O)c2cccc(Cl)c2)CC3)n1C | 1.0 | 3.2
CCOc1ccc2nc(SCC(=O)Nc3nc4cc(OC)ccc4s3)[nH]c2c1 | 3.4 | 6.0
COc1ccc(CN2CCc3nc(N4CCCC4)ncc3C2)cc1OC | 1.4 | 42.3
O=C(Nc1ccc2c(c1)OCO2)c1cc(-c2ccc(Cl)c(Cl)c2)on1 | -3.5 | 3.0
O=C(Nc1c2c(nn1-c1ccc([N+](=O)[O-])cc1)CSC2)c1ccc(Br)cc1 | 24.1 | 33.0
Cc1cc(C)c(OCC(=O)Nc2ccc(NC(=O)c3cccs3)cc2)c(Cl)c1 | -7.5 | -0.4
CCOc1ccccc1N1C(=O)CC(N2CCC(C(N)=O)CC2)C1=O (configuration not stated) | -12.3 | -2.2
Cc1ccc(S(=O)(=O)c2nc(-c3cccs3)oc2SCC(N)=O)cc1 | 1.0 | 19.0
CCOC(=O)C(C#N)=CNN(C)c1cccc(F)c1C#N | 0.2 | /
O=S1(=O)c2ccccc2OC(COCc2ccccc2)CN1C1CC1 (configuration not stated) | -3.0 | -15.8
CC(=O)C1=C(C)NC(SCC(N)=O)=C(C#N)C1c1ccco1 (configuration not stated) | -0.4 | 5.3
O=C(CC1CSc2nccc(=O)n21)NCc1cccnc1 (configuration not stated) | -2.6 | -17.9
COc1ccc(Cc2noc(-c3cccc([N+](=O)[O-])c3)n2)cc1OC | 12.3 | 31.9
CC(C)NC(=O)CCCc1cn(C)c2ccccc12 | -16.2 | 1.0
COc1ccc(Cl)cc1NC(=O)C(=O)NCC(O)c1sccc1C (configuration not stated) | -7.7 | -12.0
COC(=O)c1ccc2c(=O)n(Cc3ccc(F)cc3)c(N3CCCC3)nc2c1 | 3.2 | -126.2
CN(C)C1N(C(=O)c2cccc(Br)c2)N=C2c3ccccc3S(=O)(=O)N21 (configuration not stated) | -0.4 | 11.0
Cc1ccc(C2OCC3(CO2)SC(=N)NC3=O)cc1 (configuration not stated) | 1.6 | 5.0
C=C(C)COc1ccc2c3c(c(=O)oc2c1C)CCCC3 | -2.6 | -13.0
COc1ccccc1NC(=O)c1c(NCc2sccc2C)sc2c1CCC2 | -19.9 | 56.0*
COc1ccc(C2=NN(CCC(=O)NCCCN3CCOCC3)C(=O)CC2)cc1 | -1.7 | 1.0
Cn1cc(S(=O)(=O)Nc2ccc(Cl)c(Cl)c2)cn1 | / | -4.9
COc1cc(C(=O)OCC(=O)c2cccc3ccccc23)cc(OC)c1O | -8.6 | 28.5
COc1cccc(/C=C2/N=C(c3ccc(Cl)c(Cl)c3)OC2=O)c1OC | 0.2 | 10.0
O=C(Nc1ccc2c(c1)OCCO2)C1CC(=O)N(CCc2c[nH]c3ccc(F)cc23)C1 (configuration not stated) | 0.8 | 42.6
COCCCN1C(=O)C(O)=C(C(=O)c2ccc(C)o2)C1c1ccc(OC)cc1 (configuration not stated) | 1.3 | 24.2
c1ccc(Cn2cnnc2C2CCCN(Cc3ccc[nH]3)C2)cc1 (configuration not stated) | 8.7 | 47.5
COc1ccccc1NC(=O)N1CCC2(C1)C(=O)Nc1ccccc12 (configuration not stated) | 0.7 | 2.8
N#Cc1ccc(C(=O)N2CCCC2c2nc(-c3ccc(F)cc3F)no2)cc1 (configuration not stated) | -2.2 | -7.1
Cc1cccc(C)c1NC(=O)CN1C(=O)NC2(CCC(C(C)(C)C)CC2)C1=O (configuration not stated) | -7.5 | 1.3
COc1cc(/C=N/O)cc(OC)c1OC | / | i
O=C1CC(N2CCN(Cc3ccc4c(c3)OCO4)CC2)C(=O)N1CCc1ccccc1 (configuration not stated) | 0.5 | 10.7
O=C(Nc1cc(Cl)ccc1Cl)c1cc(S(=O)(=O)NCc2ccc(F)cc2)ccc1F | -2.9 | -10.0
Cc1ccc(C2CC(C(F)(F)F)n3ncc(C(=O)N(C)C4CCCCC4)c3N2)cc1 (configuration not stated) | 2.4 | 14.0
CC(C)c1ccc(NC(=O)C2CCCN(C(=O)c3ccc(F)c(F)c3)C2)cc1 (configuration not stated) | -3.2 | 2.9
O=C(CCC1CCCC1)Nc1ccon1 | 3.8 | -2.7
O=C(CN1CCC2(CC1)N=C(c1ccccc1)C(=O)N2)Nc1ccc(F)c(F)c1 | -5.4 | 1.4
O=C(NCc1ccc(Cl)cc1)C1CCN(C(=O)c2cccs2)CC1 | -11.9 | 1.0
O=C(c1ccc2c(c1)OCO2)N1CCc2nc3cc[nH]n3c(=O)c2C1 | -2.0 | 0.1
N#CC1=C(N)Oc2c(oc(CO)cc2=O)C1c1cccc(Br)c1 (configuration not stated) | -1.7 | 3.9
O=[N+]([O-])c1cccc(CNC(Cc2ccccc2)c2ccccc2)c1 (configuration not stated) | -1.0 | -6.4
Cn1cc(C(=O)Nc2nc3c(s2)COCC3)nn1 | -7.1 | -8.1

New compounds follow:
structure | Pf apPOL block | mHTT CaM bind
COc1cc(NC(=O)CN2C(=O)NC3(CCCCC3)C2=O)cc(OC)c1 | -2.3 | 13.6
O=C(CSc1nc2ccccc2c(=O)n1C1CCCCC1)c1ccccc1 | -1.9 | -4.5
COc1ccccc1CNc1ccc(F)c(Cl)c1 | -2.8 | -12.5
Cc1csc(-c2ccc(CNC(=O)c3cc(F)cc(F)c3)cc2)n1 | 0.9 | -10.0
CCN1CCN(C(=O)c2csc(N3CCN(c4ccccc4)CC3)n2)CC1 | -4.8 | 27.2
CCc1c(C)sc(NC(=O)c2ccc([N+](=O)[O-])cc2)c1C(N)=O | -1.1 | 5.5
Oc1ccc(Nc2ccnc3cc(Cl)ccc23)cc1 | -3.2 | 21.5
Cc1ccc(C)c(OCC(=O)Nc2sc3c(c2C(N)=O)CCCC3)c1C | -0.6 | -3.9
Cn1c(=O)c2c(ncn2CCC#N)n(C)c1=O | / | -2.9
CCOC(=O)C(C(=O)C(F)(F)F)C(NC(N)=S)c1ccsc1 (configuration not stated) | -0.1 | /

Filtered by structure: the compounds so far with a furan ring, fused or not
structure | Pf apPOL block | mHTT CaM bind
CC(=O)C1=C(C)NC(SCC(N)=O)=C(C#N)C1c1ccco1 (configuration not stated) | -0.4 | 5.3
COCCCN1C(=O)C(O)=C(C(=O)c2ccc(C)o2)C1c1ccc(OC)cc1 (configuration not stated) | 1.3 | 24.2

(more compounds)
| Molecule | Pf apPOL block | mHTT CaM bind |
| --- | --- | --- |
| COc1cccc(OC)c1C(=O)N1CC(C)OC(C)C1 (configuration not stated) | -8.8 | -4.4 |
| CCCCC(=O)Nc1ccc2c(c1)CC(C(=O)NCc1ccc(F)cc1)CO2 (configuration not stated) | 5.4 | -4.0 |
| Clc1ccc(Sc2nc3ccccc3nc2Sc2ccc(Cl)cc2)cc1 | -9.1 | / |
| Cc1c(O)ccc2c1OC(=Cc1ccc3c(c1)OCO3)C2=O | -5.2 | 3.0 |
| CCCc1noc(-c2cccnc2N2CCCN(Cc3ccc(C)cc3)CC2)n1 | 0.6 | -43.5 |
| COc1ccc(OC)c(/C=C(\C#N)c2nc(-c3cccc([N+](=O)[O-])c3)cs2)c1 | -4.0 | -1.6 |
| CCOc1ccc(/C=c2\sc3nc(-c4cccs4)nn3c2=O)cc1OC | -2.8 | 0.0 |
| CC1=CC(C)C2(CO)COC(c3ccc4c(c3)OCO4)C1C2C (configuration not stated) | 9.7&1.3 | 14.0&19.3 |
| COc1ccc(-n2nc3c(c2NC(=O)c2ccccc2Br)CS(=O)(=O)C3)cc1 | -6.7 | -4.0 |
| COc1ccc(OC)c(C2C(C#N)=C(N)Oc3n[nH]c(C(C)(C)C)c32)c1 (configuration not stated) | -7.9&-6.9 | 7.0&7.8 |
| FC(F)(F)c1nnc(C2CCN(Cc3ccccn3)CC2)o1 | -1.9 | -10.0 |
| COc1cc(NC(=O)c2ccc(-c3ccccc3)cc2)ccc1NC(=O)c1ccco1 | 3.0 | 4.0 |
| O=C(CCN1C(=O)c2ccccc2C1=O)NCc1ccco1 | -7.7 | 6.0 |
| COc1ccc(NC(=O)c2ccc(C)cc2Cl)c(OC)c1 | -3.5 | -4.0 |
| CCC1C(=O)C(C)(C)C(=O)OC1c1ccc(Cl)cc1 (configuration not stated) | 17.3 | -10.0 |
| CCOc1ccc(NC(=O)c2ccccc2OCC)c([N+](=O)[O-])c1 | -0.9 | 8.5 |
| CCOC(=O)C1C(=O)C=C(c2ccc(OC)c(OC)c2)CC1c1ccccc1C (configuration not stated) | 1.2 | 2.3 |
| CCOC(=O)c1c(-c2ccc(OC)cc2)oc2ccc(OCC=C(C)C)cc12 | -6.4 | -17.9 |
| Nc1ncnc(Nc2ccc(F)c(Cl)c2)c1[N+](=O)[O-] | -4.3 | 0.0 |
| COc1ccc(-c2cc(=O)c3ccc(F)cc3[nH]2)cc1 | -2.8 | 4.4 |
| Fc1ccc(C2CC(c3ccccc3Cl)Nc3ncnn32)cc1 (configuration not stated) | 1.8 | 4.5 |
| Cc1cc(Br)cc(C)c1NC(=O)c1c(F)cccc1F | -0.2 | 1.6 |
| O=S(=O)(Nc1ccccc1I)c1ccc(F)cc1 | -14.7 | -1.5 |
| S=C1NC(c2ccccc2)=CC(c2ccsc2)S1 (configuration not stated) | -3.8 | / |
| COc1ccc(NC(=O)Cn2nc3c(cc2=O)CCCC3)cc1Cl | 4.7 | -3.8 |
| COc1ccc(-c2nc3c(c(=O)[nH]2)CCN(C(=O)c2ccc4nc[nH]c4c2)C3)cc1 | -0.7 | 6.1 |
| O=C(NC1CCCCC1)c1ccc(-c2cccc([N+](=O)[O-])c2)o1 | -2.3 | 5.1 |
| CN(C)c1ccc2cccc(O)c2n1 | 0.4 | -5.5 |
| CC(=O)N1CC(C(=O)NCCN(C)C)CC(c2ccccc2)C1 (configuration not stated) | -1.6 | -1.2 |
| CCSc1nnc(NC(=O)c2ccccc2C)s1 | 1.4 | 1.3 |

Sorted by length of the SMILES (descending): part of the list above.
| Molecule | Pf apPOL block | mHTT CaM bind |
| --- | --- | --- |
| CCOC(=O)C1C(=O)C=C(c2ccc(OC)c(OC)c2)CC1c1ccccc1C (configuration not stated) | 1.2 | 2.3 |
| CCOC(=O)CNC(=O)NC1CCN(c2nc3ccccc3n(C)c2=O)CC1 | -1.8 | 1.2 |
| COc1cc(C(=O)OCC(=O)c2cccc3ccccc23)cc(OC)c1O | -8.6 | 28.5 |
| Cc1c(O)ccc2c1OC(=Cc1ccc3c(c1)OCO3)C2=O | -5.2 | 3.0 |
| CCC1C(=O)C(C)(C)C(=O)OC1c1ccc(Cl)cc1 (configuration not stated) | 17.3 | -10.0 |

Further compounds
| Molecule | Pf apPOL block | mHTT CaM bind |
| --- | --- | --- |
| O=[N+]([O-])c1ccc(N2CCOCC2)cc1NCCN1CCOCC1 | -3.7 | 8.9 |
| CC(C)Sc1nnnn1-c1ccc(Cl)cc1 | -9.4 | -23.2 |
| Cc1ccc(C(C)CCN2CCN(C)CC2)o1 (configuration not stated) | 0.7 | -1.7 |
| COc1ccc(NC(=O)CC2SC(=Nc3ccccc3)N(c3ccccc3)C2=O)cc1 (configuration not stated) | 0.0 | 15.0 |
| Cc1c(-c2noc(C(=O)NCCc3ccccc3)n2)oc2ccccc12 | 0.8 | -35.7 |
| COc1ccc(NC(=O)Cc2csc(SCC(=O)c3ccccc3)n2)cc1Cl | -0.3 | 13.5 |
| O=C(CSc1nnc(CNC(=O)c2ccccc2)o1)Nc1ccc2c(c1)OCCO2 | -1.4 | -12.6 |
| Cc1cccc(OCC(=O)N2CCCCC2CCN2CCCCCC2)c1C (configuration not stated) | -15.4 | -0.7 |
| COC(=O)c1ccc(S(=O)(=O)NC(C)(C)C)n1C | 1.5 | / |
| CN(CC(=O)N1N=C(c2cccs2)CC1c1ccc(F)cc1)C(=O)C1CCC1 (configuration not stated) | -1.3 | 14.1 |
| O=C(CSC1=NC(=O)C(c2ccccc2)C(=O)N1)Nc1ncccn1 (configuration not stated) | -6.3 | 0.0 |
| COc1ccc(Br)cc1C1Nc2ccc(F)cc2C2C=CCC21 (configuration not stated) | -1.8 | 73.0* |
| Cc1ccc(-n2cc(C(=O)Nc3ccc4c(c3)OCCO4)c3ccccc3c2=O)cc1C | -2.6 | -8.0 |
| CN(C)CCNS(=O)(=O)c1cc(Br)cc2c1N(C(=O)C1CC1)CC2 | -2.3 | 2.0 |
| CC(C)NC(=O)c1ccc(OCC2CCCN2C(=O)c2ccc(F)c(F)c2)cc1 (configuration not stated) | -2.0 | -2.9 |
| CN(C)CCNC(=O)NCC12CC3CC(C1)CC(c1ccccc1)(C3)C2 | 2.0 | 78.7* |
| O=C1C(Oc2ccccc2)C(c2ccc3c(c2)OCO3)N1c1cccc(Cl)c1 (configuration not stated) | -4.5 | -22.0 |
| CSc1ccc(CN2CCN(c3cnn4cnnc4c3)CC2)cc1 | -1.1 | 9.3 |
| CNC(=O)c1c(NC(=O)c2cc(=O)c3ccccc3o2)sc2c1CCC(C)C2 (configuration not stated) | 0.3 | 0.9 |
| CSc1ccc(CNC(=O)C2CCCN(c3ccc(N4CCOCC4)nn3)C2)cc1 (configuration not stated) | -9.6 | 13.1 |
| CC(C)Oc1ccc(C2CC(=O)N(c3ccc(O)c(C(=O)O)c3)C2=O)cc1 (configuration not stated) | -6.7 | 1.2 |
| Cc1sc(NC(=O)c2cccs2)c(C(=O)O)c1C | 0.8 | 2.0 |
